Source: PubChem BioAssay (several laboratories)
NCOA1 inh: inhibits human SRC1 coactivator; HEK293 GAL4-SRC1 luciferase reporter, luminescence; inhibition, % at 3.6 µM; 0.12% of 360,000 active;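 active = inhibition above the campaign mean plus 3 SD, with each screening campaign given its own cutoff, cut at about 60% in these data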;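 note: 0% = DMSO treated cells and 100% = gossypol at 36 µM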
C8 TRAIL sens: caspase-8 TRAIL sensitization | inhibition (viability loss, TRAIL sensitization), % at 10 µM | AID 624354 | 1% of 360,000 active | NB7+C8 cells + TRAIL, ATPlite viability luminescence;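 active = compounds causing at least 50% loss of cell viability in the single-dose screen, relative to plate controls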
NCOA3 inh: human NCOA3 inhibition. Q9Y6Q9. HEK293 GAL4-SRC3 luciferase reporter, luminescence. inhibition, % at 3.6 µM. 0.17% of 360,000 active. AID 588352;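 active = inhibition above a per-campaign cutoff, the mean of all compounds plus 3 SD, cut at about 60% in these data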;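 note: 0% = DMSO-treated cells and 100% = gossypol-treated cells at 36 µM; higher means less SRC3-driven luciferase light from the GAL4 reporter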
NOD2-RIPK2 inh: inhibitors of human NOD2-RIPK2 interaction; O43353; CHO BLA complementation NOD2-RIPK2, CCF4 ratio; 0.38% of 360,000 active; inhibition, % at 4.98 µM; in the data active = inhibition above about 21%;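 note: 0% = vehicle only and 100% = reference blocker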
EBV LMP1 NFkB: reduces LMP1-driven NF-kappaB luciferase signal; LMP1-induced NF-kappaB luciferase reporter cells, luminescence; 0.69% of 350,000 active; inhibition, % at 12.5 µM; AID 504558; in the data active = inhibition above about 41%;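 note: 0% = neutral control wells and 100% = reference inhibitor control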
LRH-1 inv ag: NR5A2 inverse agonism in reporter assay | inhibition, % at 3.6 µM | O00482 | HEK293T StAR-luciferase reporter, LRH-1 transfected, 24 h | 0.13% of 360,000 active;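 active = inhibition above the mean inhibition of all tested compounds plus 3 SD, cut at about 73% in these data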;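 note: 0% = DMSO wells and 100% = reporter-only cells lacking LRH-1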
SRC2 inh: inhibits human steroid receptor coactivator 2 | inhibition, % at 9 µM | HEK293 GAL4-SRC2 luciferase reporter, luminescence | Q15596 | 0.17% of 370,000 active;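 active = inhibition above the mean inhibition of all tested compounds plus 3 SD, set per campaign, cut at about 52% in these data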;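 note: 0% = DMSO treated cells and 100% = cells given Gossypol at 36 µM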
TLR9-MyD88 block: inhibitors of human TLR9-MyD88 binding; 0.21% of 340,000 active; CHO BLA complementation TLR9-MyD88, CCF4 FRET ratio; inhibition, % at 4.98 µM; AID 504734; Q9NR96+Q99836;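 active = inhibition above the mean over all tested compounds plus 3 SD, cut at about 21% in these data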;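 note: 0% = DMSO only wells and 100% = clavulanate BLA inhibitor control wells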
Target sequence (Q99836 whole entry, looked up): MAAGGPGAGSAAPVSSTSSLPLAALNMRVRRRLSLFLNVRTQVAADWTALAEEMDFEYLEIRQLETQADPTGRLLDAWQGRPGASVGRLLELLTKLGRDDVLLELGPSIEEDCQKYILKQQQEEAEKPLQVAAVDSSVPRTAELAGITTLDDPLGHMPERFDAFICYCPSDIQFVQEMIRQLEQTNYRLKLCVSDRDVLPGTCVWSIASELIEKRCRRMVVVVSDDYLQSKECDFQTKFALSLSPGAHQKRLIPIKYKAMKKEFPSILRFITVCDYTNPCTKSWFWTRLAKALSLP
Target sequence (Q9NR96 whole entry, looked up): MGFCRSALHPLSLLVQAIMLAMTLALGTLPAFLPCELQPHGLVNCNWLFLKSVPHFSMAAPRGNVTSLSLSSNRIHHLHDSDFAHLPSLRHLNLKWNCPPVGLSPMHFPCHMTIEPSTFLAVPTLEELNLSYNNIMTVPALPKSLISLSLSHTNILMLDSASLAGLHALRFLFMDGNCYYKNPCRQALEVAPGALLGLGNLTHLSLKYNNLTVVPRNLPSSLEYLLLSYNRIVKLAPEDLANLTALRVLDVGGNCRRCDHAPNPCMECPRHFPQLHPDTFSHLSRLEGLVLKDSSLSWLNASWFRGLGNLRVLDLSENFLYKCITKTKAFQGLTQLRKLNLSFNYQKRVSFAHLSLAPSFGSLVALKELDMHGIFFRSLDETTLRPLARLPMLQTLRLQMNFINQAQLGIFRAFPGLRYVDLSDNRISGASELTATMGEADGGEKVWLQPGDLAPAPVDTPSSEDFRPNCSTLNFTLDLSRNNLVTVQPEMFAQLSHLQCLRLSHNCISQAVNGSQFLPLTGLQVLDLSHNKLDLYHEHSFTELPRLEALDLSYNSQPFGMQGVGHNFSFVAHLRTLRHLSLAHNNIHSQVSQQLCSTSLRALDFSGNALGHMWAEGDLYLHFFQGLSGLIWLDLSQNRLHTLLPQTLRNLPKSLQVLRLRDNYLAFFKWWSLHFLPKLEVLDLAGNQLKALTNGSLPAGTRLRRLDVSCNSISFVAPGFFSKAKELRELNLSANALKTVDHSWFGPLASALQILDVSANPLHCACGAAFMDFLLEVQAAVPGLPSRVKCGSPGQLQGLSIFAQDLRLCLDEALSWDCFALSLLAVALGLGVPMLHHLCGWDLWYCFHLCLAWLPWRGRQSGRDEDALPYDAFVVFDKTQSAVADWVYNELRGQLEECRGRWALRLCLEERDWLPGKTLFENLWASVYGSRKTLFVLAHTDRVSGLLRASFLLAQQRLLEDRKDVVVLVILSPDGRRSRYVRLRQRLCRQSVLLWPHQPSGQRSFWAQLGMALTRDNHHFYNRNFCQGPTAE
TROY NFkB inh: blocks TROY-dependent signaling in reporter cells; Q293 LMP1-TROYcd NF-kB luciferase reporter, 4 h; inhibition, % at 10 µM; 0.98% of 360,000 active;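 active = compounds whose plate-normalised and pattern-corrected inhibition of the luciferase reporter signal at the single screening dose is 50% or more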
Vif imaging: HIV Vif inhibition | HEK293T cells, Vif self-association by quenched fluorescence, imaging, 24 h | inhibition, % at 7.49 µM | 0.35% of 340,000 active; in the data active = inhibition above about 50%, passing the limit was not always enough; note: some results filed as inactive read as strong as hits
COUP-TFII inh: NR2F2 (human) inhibition, primary screen. inhibition, % at 8.6 µM. HEK293T NGFI-A luciferase reporter, luminescence. P24468. 0.7% of 370,000 active. AID 686940;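 active = inhibition above a per-plate cutoff, mean inhibition of test wells between control levels plus 3 SD, cut at about 38% in these data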;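 note: cells cotransfected with COUP-TFII expression vector driving the NGFI-A reporter; 0% = median of COUP-TF2 test wells and 100% = reporter-only cells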
* marks the source's active call; other numbers are inactive results; nt = no result given. Only part of the results is shown; rates above refer to the full screens.

SMILES	NCOA1 inh	C8 TRAIL sens	NCOA3 inh	NOD2-RIPK2 inh	EBV LMP1 NFkB	LRH-1 inv ag	SRC2 inh	TLR9-MyD88 block	TROY NFkB inh	Vif imaging	COUP-TFII inh
O=C(CCC1CCCN(C(=O)c2cccnc2)C1)NCc1ccccc1F (stereo unspecified)	0	10	-4	-11	-7	-23	-14	-10	2	-2	5
Cc1ccc(CNC(=O)COC(=O)c2ccc(Br)o2)cc1	-14	-9	-3	-4	1	5	4	-6	23	0	-3
O=C(Nc1cnn(Cc2ccccc2)c1)c1nc2ncccn2n1	-43	6	-20	-4	-10	-47	-29	7	-33	4	-17
CCOc1ccccc1NC(=O)CCCN1C(=S)NC(C)(C)CC1C (stereo unspecified)	-10	-6	-4	-9	9	10	26	-8	-7	1	1
COc1ccc2cc(C#N)c(SCC(=O)NNC(=O)Cc3ccccc3)nc2c1	-5	8	-2	-8	-19	10	-26	8	-23	-9	-2
CC1(C)Nc2ccccc2C(=O)N1NS(=O)(=O)c1ccccc1	7	-8	-2	-2	0	16	-1	5	-8	10	-2
COc1ccc(NC(=O)CN(C)CC(=O)NC2CCC(C)CC2)cc1 (stereo unspecified)	-10	1	-7	10	6	-19	4	3	4	1	-9
CCOC(=O)c1sc(NC(=O)CSc2nnnn2-c2ccc(C)cc2C)nc1C	-21	-9	10	-5	3	-2	9	-8	14	-7	10
COc1cccc(/C=C(/C(=O)OCC(=O)NC2CCCCCCC2)c2ccccc2)c1	-5	2	2	2	9	3	0	5	31	-8	-4
O=C(CSc1n[nH]c(-c2cccs2)n1)N1CCN(S(=O)(=O)c2ccccc2)CC1	-18	2	-1	-1	-4	10	-13	-3	-6	-1	-10
O=C1NC[C@@H](CCCCN2C[C@H](Cc3ccccc3)N(CC3CCCCC3)C(=O)C2=O)N(CC2CCCCC2)C1=O	nt	0	nt	-15	nt	1	-19	nt	-12	nt	-9
O=C(NOCc1ccccc1)c1coc(-c2ccccc2)n1	-12	-2	-10	-5	-10	2	5	-4	-61	6	8
CCOC(=O)C1CN(S(C)(=O)=O)c2cc(CC(=O)OC)ccc2O1 (stereo unspecified)	0	-6	-3	-3	-2	-3	7	-8	-3	2	2
O=C(/C=C/c1ccccc1Cl)NCc1cccs1	-48	12	-48	-14	-8	-74	-21	5	-26	nt	-25
COc1ccc(CNC(=O)CN2CCN(S(=O)(=O)c3ccccc3)CC2)cc1	-10	-1	-4	2	2	-5	-14	0	13	-4	-13
CSc1n[nH]c2nc3c(c(=O)n12)C1(CCCC1)Cc1ccccc1-3	-2	-1	2	0	-6	-7	-20	0	27	-3	-3
COC(=O)CN1C(c2cccc(Cl)c2)=Nc2ccc(Cl)cc2C1c1ccccc1 (stereo unspecified)	-3	-3	9	-9	0	6	-6	-4	-12	7	3
COc1ccc(CC(=O)NNC(=S)Nc2ccc(Br)cc2)cc1	-12	-3	13	1	4	12	-16	-9	-17	-8	12
O=C(CS(=O)(=O)c1cn(CC(=O)N2CCCC2)c2ccccc12)Nc1ccccc1F	-14	-7	-19	0	5	5	-4	7	-2	-4	-19
O=C(Nc1ccc(F)cc1)C1C(c2ccccc2)C1(Cl)Cl (stereo unspecified)	3	9	-23	0	3	-6	15	-6	16	3	-7
COC(=O)c1ccc(N2NC(=O)/C(=C/c3ccc(OC)c(OC)c3)C2=O)cc1	6	-5	1	-4	34	-2	-22	2	17	6	4
O=[N+]([O-])c1cc([N+](=O)[O-])c(Oc2cc(Cl)ccc2Cl)cc1NC1CCCCCCC1	1	14	-3	-5	-5	17	-10	-9	-9	2	-21
Cc1ccc(CNC(=O)C2CC(c3ccccc3F)=NO2)cc1 (stereo unspecified)	1	27	-5	8	-16	-6	-24	7	-8	-8	-1
O=C(CSc1nnc2ccc(-c3ccccc3)nn12)NCC1CCCO1 (stereo unspecified)	-4	2	3	-8	5	0	8	5	18	-12	11
CCC(=O)N1N=C(c2ccc(C)o2)CC1c1ccc(OC)cc1 (stereo unspecified)	-23	-12	-27	3	0	-25	6	-19	-46	1	6
New compounds follow:
SMILES	NCOA1 inh	C8 TRAIL sens	NCOA3 inh	NOD2-RIPK2 inh	EBV LMP1 NFkB	LRH-1 inv ag	SRC2 inh	TLR9-MyD88 block	TROY NFkB inh	Vif imaging	COUP-TFII inh
Cc1cc(C)c(C#N)c(SCC(=O)N(CC(C)C)C2CCS(=O)(=O)C2)n1 (stereo unspecified)	4	-3	6	5	1	-13	28	0	-2	-5	-1
C=CCOn1c(=O)c(-c2ccccc2)[n+]([O-])c2ccccc21	-6	3	13	-7	-11	9	6	3	-13	-1	-7
COC(=O)C[C@H]1CC[C@H](NC(=O)Nc2ccccc2)[C@@H](CO)O1	nt	6	nt	-6	nt	-6	-6	nt	nt	nt	-2
CCOc1ccccc1CN1CCC(N2CCC(C(=O)NC3CC3)CC2)CC1	-71	-5	4	20	-3	-15	-12	-8	-11	-9	8
COc1ccccc1CNC(=O)CCC(=O)N1Cc2cccc(OC)c2Oc2ncccc21	-53	-8	-5	-8	-3	-8	-15	-3	2	-1	-2
CNC(=S)N/N=C/c1cc(Br)cc(Br)c1O	3	10	12	1	0	11	-11	15	8	2	14
CCOC(=O)C1=C2SCCN2C(=O)C(C#N)C1(C)C (stereo unspecified)	-1	-19	18	-1	1	0	3	-10	-12	5	-12
Cc1cc(C)nc(Sc2nc(Cl)nc(N(c3ccccc3)c3ccccc3)n2)n1	-13	5	-3	3	-4	3	-3	15	-1	15	-13
CC(=O)c1ccc(OCC(=O)N(CCC2=CCCCC2)c2c(N)n(Cc3ccccc3)c(=O)[nH]c2=O)cc1	-7	9	-12	0	-2	-5	-19	-8	-9	-3	-27
COc1ccc(-n2nc(C(=O)NCC(=O)N3CCN(c4ccccn4)CC3)c3ccccc3c2=O)c(OC)c1	-20	39	-28	3	-15	-10	-21	5	-60	-2	-16
CNC(=O)c1[nH]cnc1C(=O)N[C@@H](C)C(=O)OC(C)(C)C	-3	-5	6	-9	-2	-21	-35	13	-4	-14	-6
COc1ccc(N(CN2C(=O)C3CCCCC3C2=O)C(=O)c2ccco2)cc1 (stereo unspecified)	6	-8	8	-2	nt	-4	-14	nt	8	6	25
O=C(CSc1ccccc1)NCCCc1ccccc1	0	4	5	12	-8	12	-9	-8	-7	-6	-5
CC(C)CC1NC(=O)c2cccnc2-n2c1nc1cc(F)ccc1c2=O (stereo unspecified)	-6	-4	-8	8	-3	4	-12	7	-25	-20	-2
COc1ccc(Cl)cc1NC(=O)CSc1nnc(-c2ccncc2)n1CC1CCCO1 (stereo unspecified)	3	-13	9	-5	-8	6	-11	3	3	8	-2
Cc1cc(C)cc(NC(=O)CSc2nnc(C3CC3)n2CC2CCCO2)c1 (stereo unspecified)	-11	-13	-8	-4	-2	0	0	-3	-9	-4	-19
CCc1nn(CC(=O)O)c(=O)c2ccccc12	-7	-7	-10	3	-2	-26	-6	0	4	-7	-1
Cc1noc(C)c1C(=O)OC(C)C(=O)N(C)c1ccccc1 (stereo unspecified)	-6	2	-31	-3	-3	-3	-8	2	-1	32	-5
CC1(c2nnc(Cc3ccccc3)o2)CC(c2cccnc2)=NO1 (stereo unspecified)	-21	26	2	3	0	4	0	-1	0	nt	-8
Cc1ccccc1-c1ccc2c(c1)O[C@H](CN(C)C(=O)C1CC1)[C@@H](C)CN([C@@H](C)CO)S2(=O)=O	7	-12	1	-9	4	20	-10	-12	0	4	12
CC(C)Cc1ccc(C(=O)NCc2ccc3c(c2)OCO3)o1	9	-2	-2	6	4	6	20	-6	-4	0	-8
CC1CC(=O)N(CC(=O)Nc2cccc(Cl)c2)c2ccccc2S1(=O)=O (stereo unspecified)	0	0	-28	2	-7	-8	-3	-2	-9	7	-2
C=CCOC(=O)C(C(=O)Cc1ccccc1)c1ccccc1 (stereo unspecified)	-17	-1	-5	3	4	5	-15	-3	-22	-4	10
COC(=O)c1cn(C(=O)c2ccc(OC)cc2)c2ccccc12	6	22	-20	10	28	-12	-10	10	24	12	-2
Cc1ccc(OCC(=O)N/N=C/c2ccc3c(c2)OCO3)cc1C	0	-1	11	4	-3	14	-7	-5	-25	-1	8

Of the compounds above, these contain a thiophene ring, fused or not:
SMILES	NCOA1 inh	C8 TRAIL sens	NCOA3 inh	NOD2-RIPK2 inh	EBV LMP1 NFkB	LRH-1 inv ag	SRC2 inh	TLR9-MyD88 block	TROY NFkB inh	Vif imaging	COUP-TFII inh
O=C(CSc1n[nH]c(-c2cccs2)n1)N1CCN(S(=O)(=O)c2ccccc2)CC1	-18	2	-1	-1	-4	10	-13	-3	-6	-1	-10
O=C(/C=C/c1ccccc1Cl)NCc1cccs1	-48	12	-48	-14	-8	-74	-21	5	-26	nt	-25

(continued)
SMILES	NCOA1 inh	C8 TRAIL sens	NCOA3 inh	NOD2-RIPK2 inh	EBV LMP1 NFkB	LRH-1 inv ag	SRC2 inh	TLR9-MyD88 block	TROY NFkB inh	Vif imaging	COUP-TFII inh
CCn1c(=O)cc(SCC(=O)NCCN2CCN(Cc3ccccc3)CC2)c2ccccc21	-7	2	13	-3	4	20	-24	-5	7	7	-34
N#Cc1ccc(OS(=O)(=O)c2ccc(-c3ccon3)s2)cc1	16	-11	19	1	9	21	28	1	-2	-6	-5
CC(=O)Nc1ccc(S(=O)(=O)N2CC3(C)CC2CC(C)(C)C3)cc1 (stereo unspecified)	1	9	15	-5	-8	-13	-3	-13	17	7	-27
CCN(c1cccc(C)c1)S(=O)(=O)c1nnc(NC(=O)c2ccco2)s1	17	3	2	11	1	4	-7	-7	-4	-5	9
O=C(NCc1cccs1)c1ccc(CS(=O)Cc2ccc(Cl)cc2)o1 (stereo unspecified)	-14	-7	5	0	0	2	-7	0	4	nt	0
COc1ccc(-n2c(-c3cccc(OC)c3)nc(=S)c3c2CCCC3)cc1	-12	-5	2	-1	-2	12	3	-7	-25	11	2
COC(=O)C1=C(C)NC(=O)CC1c1ccc(C(=O)OC)cc1 (stereo unspecified)	-7	-13	7	3	-11	-3	-23	-5	-12	0	16
CN(C)c1ccc(-c2ccnc3c2CC(C)(C(=O)Nc2cccc(OC(F)(F)F)c2)O3)cc1 (stereo unspecified)	-39	-4	6	1	nt	-21	7	nt	10	nt	2
CCC(=O)N1CCC1(C)C(=O)Nc1ccc(Cl)c(Cl)c1 (stereo unspecified)	5	2	-6	-1	nt	10	-32	nt	-3	12	-1
CCN(CC)CC#CC(C)(C)OC(C)=O	4	2	-21	3	-5	24	-2	-10	0	-1	0
CCC(c1nnnn1C1CCCC1)N1CCN(Cc2ccccc2)CC1 (stereo unspecified)	-5	0	0	-2	-16	3	8	-9	-7	16	-10
CC(C)C(NS(=O)(=O)c1ccc2c(c1)Cc1cc(S(=O)(=O)NC(C(=O)O)C(C)C)ccc1-2)C(=O)O (stereo unspecified)	-1	-24	-12	-1	-10	-8	11	-2	-11	-4	-10
COc1ccc(/C(N)=N/OC(=O)Cc2ccccc2[N+](=O)[O-])cc1	-7	-6	5	5	-15	-17	-14	0	-48	18	-1
Cc1ccc(N(CC(=O)O)S(C)(=O)=O)cc1Cl	-10	-6	6	-12	3	12	-6	6	-5	16	-13
CC1=C(C(=O)N(C(C)C)C(C)C)CC(CC(=O)NCc2cccc3ccccc23)C(=O)N1Cc1ccc(F)cc1 (stereo unspecified)	2	0	-4	16	nt	-9	-6	nt	8	nt	3
CCC(NS(=O)(=O)c1cn(C)nc1C)c1ccccc1 (stereo unspecified)	-36	4	3	2	-3	-11	6	-11	8	33	-12
O=C(COC(=O)c1ccc[nH]c1=O)NC1CC1	5	5	12	-11	-4	-21	26	-1	-5	4	-17
